Mm-Cpn inhibitor – M. maripaludis TRiC chaperonin inhibition; purified Mm-Cpn ATPase, ADP Transcreener TR-FRET; Potency, µM (series often up to 76.9 µM), without a hit: top-dose activity, negative = inhibition, actives largely listed as inhibitors; 330,000 tested, 0.031% active; AID 504842; further: potency means the concentration at half of the fitted maximal effect; on the % scale 0 is the no-effect control and ±100 the full control effect; nearly all actives have a fitted effect of over 80% in size
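ATP (10 uM final) was added to archaeal chaperonin (25 nM final) after 10 min exposure to test compound at 37°C; after 30 min further incubation, ADP was detected by competitive TR-FRET.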
CCT chaperon mod – cytosolic chaperonin activity modulation; activity change, % (no concentration beside the values), hits read low; AID 651819; purified chaperonin ATPase assay, HTRF ADP detection, 30 min; 360,000 tested, 0.3% active; in the data active means activity change below about -30%; further: on the % scale 0 is the no-effect control and ±100 the full control effect
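Nucleotide hydrolysis assay: TRiC at 20–40 nM final (set by batch activity) with 10 uM ATP, 30 min at 37 °C, in presence of 76 uM compound. Detection by competitive ADP HTRF, 30 min ambient.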
TGFb inhibitor – blocks TGF-b signaling; Potency, µM (titrated, usually from 46.1 µM), without a hit: at the top dose activity, negative = inhibition, most hits filed as inhibitors; 410,000 tested, 1.2% active; HepG2 CAGA-GFP TGF-b/SMAD3 reporter, GFP fluorescence, 18 h; TGF-beta stimulated, 500 pg/mL final; AID 588855; further: potency means the concentration at half of the fitted maximal effect; on the % scale 0 is the no-effect control and ±100 the full control effect; nearly all actives have a fitted effect of over 65% in size
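HEPG2 CAGA-GFP cells (1000/well, DMEM with 1% FBS) were pre-incubated 2 h at 37 degrees C, given compound by pin tool, then stimulated with TGF-beta at 500 pg/mL final for 18 h before per-cell GFP fluorescence imaging.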
Nrf2 ARE act – activates Nrf2 signaling | AREc32 ARE-luciferase reporter (MCF7-derived line), luminescence, 24 h | Potency, µM (series often up to 46.1 µM), inactives show at the highest dose activation, hits mostly activators | 410,000 tested, 0.31% active | AID 624171; further: potency means the concentration at half of the fitted maximal effect; % of control where 0% means no effect; nearly all actives have a fitted effect of over 65% in size
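Cells of the AREc32 ARE-luciferase line are plated in OPTI-MEM containing 5% FBS and left overnight at 37 deg C. Compounds are pinned in, incubation continues 24 hr, and firefly luciferase signal is then measured.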
Nrf2 block – blocks Nrf2 signaling; A549 ARE-Fluc reporter, luciferase luminescence, 18-24 h; Potency, µM (titrated, usually from 46 µM), for inactives: top-dose activity change, negative = inhibition, usual class: inhibitors; AID 504444; 360,000 tested, 2.1% active; further: potency means the concentration at half of the fitted maximal effect; on the % scale 0 is the no-effect control and ±100 the full control effect; nearly all actives have a fitted effect of over 60% in size
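Quantitative HTS in A549 cells stably bearing an antioxidant response element-firefly luciferase construct. Inhibition of Nrf2-driven transcription was scored by luminescence after 18-24 h of compound exposure at 37 °C.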
A549 tox – A549 cytotoxicity, counter-screen for Nrf2 inhibitors; A549 ARE-Fluc cells, CellTiter-Fluor viability, 18-24 h; Potency, µM (titrated, usually from 46 µM), inactives show top-dose activity change, negative = cytotoxicity, hits mostly inhibitors; 390,000 tested, 0.16% active; further: potency means the concentration at half of the fitted maximal effect; on the % scale 0 is the no-effect control and ±100 the full control effect
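A549 ARE_Fluc cells in 5% FBS OPTI-MEM were exposed to compounds in concentration-response for 18-24 h at 37 deg C. Viability was read by CellTiter-Fluor fluorescence (Ex 405/Em 525) after 30 min, before the luciferase read.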
EPAC2 antagonist – antagonists of human EPAC2; Q8WZA2; EPAC2 GEF exchange of Rap1B-BODIPY-GDP, fluorescence; Potency, µM (top dose mostly 114 µM), without a hit: at the highest dose activity, negative = inhibition, actives largely listed as inhibitors; 360,000 tested, 0.18% active; AID 720708; further: potency means the concentration at half of the fitted maximal effect; on the % scale 0 is the no-effect control and ±100 the full control effect; nearly all actives have a fitted effect of over 45% in size; many of its hits are not listed in these tables
Target sequence (Q8WZA2 whole entry, looked up): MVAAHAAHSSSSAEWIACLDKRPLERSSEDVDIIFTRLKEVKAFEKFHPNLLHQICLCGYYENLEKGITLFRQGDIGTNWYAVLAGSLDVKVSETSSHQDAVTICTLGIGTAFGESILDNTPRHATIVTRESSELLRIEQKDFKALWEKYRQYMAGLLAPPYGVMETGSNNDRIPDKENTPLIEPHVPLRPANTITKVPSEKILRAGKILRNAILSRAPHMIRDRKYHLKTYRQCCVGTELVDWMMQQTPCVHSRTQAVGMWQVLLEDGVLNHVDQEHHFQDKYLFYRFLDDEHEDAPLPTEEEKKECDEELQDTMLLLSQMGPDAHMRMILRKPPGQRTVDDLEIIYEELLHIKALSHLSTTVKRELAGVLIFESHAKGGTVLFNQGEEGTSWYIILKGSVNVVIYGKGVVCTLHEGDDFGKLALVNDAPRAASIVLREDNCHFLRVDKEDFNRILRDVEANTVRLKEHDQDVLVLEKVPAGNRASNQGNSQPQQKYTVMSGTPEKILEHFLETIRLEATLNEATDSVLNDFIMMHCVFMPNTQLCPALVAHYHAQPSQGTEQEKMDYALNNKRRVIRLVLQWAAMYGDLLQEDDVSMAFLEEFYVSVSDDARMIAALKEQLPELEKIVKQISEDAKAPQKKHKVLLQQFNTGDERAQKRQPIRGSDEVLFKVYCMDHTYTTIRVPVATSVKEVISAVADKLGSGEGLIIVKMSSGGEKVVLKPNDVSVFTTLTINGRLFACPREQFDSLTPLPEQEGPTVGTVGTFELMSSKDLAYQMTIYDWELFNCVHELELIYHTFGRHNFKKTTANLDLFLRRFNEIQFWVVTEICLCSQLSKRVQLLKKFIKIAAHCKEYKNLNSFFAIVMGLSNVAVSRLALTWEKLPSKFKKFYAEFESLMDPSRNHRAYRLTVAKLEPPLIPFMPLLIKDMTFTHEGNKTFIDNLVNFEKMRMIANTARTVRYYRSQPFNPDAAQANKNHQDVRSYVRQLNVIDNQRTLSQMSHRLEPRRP
EPAC2 ag – agonists of human EPAC2 (RAPGEF4); EPAC2 activation, biochemical qHTS; response scale: 100% = 6.5 mM cAMP response; 360,000 tested, 0.079% active; Potency, µM (highest dose often 154 µM), without a hit: at the highest dose activation, most hits filed as activators; Q8WZA2; AID 720711; further: potency means the concentration at half of the fitted maximal effect; nearly all actives have a fitted effect of over 50% in size
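Compounds were titrated in qHTS against a Rap1B-BODIPY-GDP (250 nM) complex with EPAC2 (100 nM) and GDP (50 uM). BODIPY-GDP release tracked at 480/540 nm over 30 min at room temperature, normalized to 6.5 mM cAMP.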
Akt phos inh – Akt phosphorylation inhibition; 360,000 tested, 0.32% active; Neuro2A IGF-stimulated pAkt S473 HTRF, 20 min; active compounds read low; activity change, % for hits at 50 µM; in the data active means activity change below about -80%; inconclusive means mostly about -51% to -80%; further: on the % scale 0 is the no-effect control and ±100 the full control effect
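Single-point screen (50 µM final compound) in Neuro2A cells stimulated 20 min with 6 nM IGF at 37 deg C. After lysis, Ser473-phosphorylated Akt read by HTRF (ex 330 nm, em 615/665 nm) as the 665/615 ratio.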
An asterisk follows results filed as active; i = inactive; ? = inconclusive; · = not tested or not shown; & = joins results of further samples; [ ] = dose if it differs, or a comment. Unless noted, the call rests on the fitted dose curve; in most records, active means well fitted curve in the direction sought with a large enough effect; inconclusive means small, poorly fitted or top-dose-only effect, or another doubt; inactive means no such curve, though single readings can be large; an effect the other way counts as inactive or inconclusive. This is a subset; rates above refer to the full screens.

SMILES	Mm-Cpn inhibitor	CCT chaperon mod	TGFb inhibitor	Nrf2 ARE act	Nrf2 block	A549 tox	EPAC2 antagonist	EPAC2 ag	Akt phos inh
O=C(COc1ccc(F)c(Cl)c1)c1ccc[nH]1	1.8%	-3.8	-15.4%	3.7%	23.1%	2.5%	-1.6%	2.2%	i
COc1ccc(Cc2nnc(SCC(=O)N3CCc4ccccc4C3)o2)cc1	1.2%	-1.6	-24.1%	0.2%	-2.2%	-4.4%	-17.1%	-14.8%	i
CN(C)S(=O)(=O)c1cccc(NC(=O)c2cc3c(cc2Cl)N2CCCCCC2=NS3(=O)=O)c1	-0.6%	1.7	-2.1%	0.5%	-24.2%	2.0%	-3.8%	5.4%	i
CCOc1ccc(N(C)S(=O)(=O)c2cc(-c3cc(C)no3)ccc2C)cc1	2.8%	-2.2	-25.9%	0.4%	18.4µM*	-11.9%	-10.4%	10.3%	i
O=C1c2ccc([N+](=O)[O-])cc2C(=O)N1CNc1ccccn1	-6.8%	1.0	0.0%	-1.1%	-1.7%	0.8%	18.9%	1.8%	i
O=C(Nc1nccs1)c1ccc([N+](=O)[O-])cc1Cl	0.5%	1.1	6.0%	4.5%	4.7%	4.9%	7.8%	6.5%	i
CN(CC(=O)Nc1c(Cl)cccc1Cl)C(=O)Cc1cccs1	0.1%	-1.0	-0.7%	0.2%	6.6%	-5.4%	4.3%	-1.8%	i
CSc1nc(N)nc2c1ncn2CC(=O)NCCNc1ccc([N+](=O)[O-])cn1	?	0.3	1.4%	-0.7%	6.0%	-14.9%	-2.9%	3.3%	i
O=C(Nc1ccc(F)cc1)c1cccc(NC(=O)C2C3CC4OC(=O)C2C4C3)c1 (configuration not stated)	3.1%	0.8	-2.1%	0.3%	-2.5%	-7.0%	0.2%	4.2%	i
COc1cccc(N2C(=O)CC(N3CCN(S(=O)(=O)c4ccccc4[N+](=O)[O-])CC3)C2=O)c1 (configuration not stated)	·	-3.2	-8.9%	-0.6%	-9.5%	-1.8%	0.5%	1.0%	i
CC(OC(=O)CCN=C1NS(=O)(=O)c2ccccc21)C(=O)N(C)c1ccccc1 (configuration not stated)	-0.4%	-4.0	-5.9%	-0.2%	-20.0%	-5.2%	2.1%	1.4%	i
CN(C(=O)COc1cc(C(F)(F)F)nn1C)c1ccccc1	-2.2%	-2.9	3.2%	2.2%	-15.5%	1.6%	-7.8%	-3.7%	i
CS(=O)(=O)N1N=C(c2ccc3nccnc3c2)CC1c1ccccc1 (configuration not stated)	?	-88.4*	-4.9%	6.8%	-11.5%	0.1%	1.2%	5.7%	i
O=C(CSc1nnnn1-c1ccccc1)N1CCc2ccccc21	·	-2.1	11.8%	-0.7%	14.4%	-4.8%	1.9%	2.4%	i
CC(OC(=O)c1cccc(S(=O)(=O)N(C)C)c1)C(=O)NCC(=O)Nc1ccc(F)c(F)c1F (configuration not stated)	·	-1.1	-15.3%	1.7%	14.6%	7.8%	-11.9%	-2.3%	i
Cn1nccc1NC(=O)Nc1ccc(Cl)cc1	-1.7%	0.5	-6.5%	4.2%	18.0%	-0.5%	0.9%	7.1%	i
Cc1ccc(NC(=S)Nc2ccc(F)cc2)cc1C	-1.4%	0.1	?	0.3%	-18.4%	11.9%	-28.1%	6.6%	i
N#Cc1cc2cc3c(cc2nc1SCC(=O)OC1CCCCC1)OCO3	-1.4%	-0.3	-1.4%	0.2%	12.9%	-1.0%	-9.3%	-7.6%	i
CC(=O)NNc1nc(-c2ccccc2)c2cc(Br)ccc2n1	-2.8%	-2.0	5.4%	-0.1%	-6.8%	-0.4%	-2.6%	2.8%	i
C[C@H](CO)N1C[C@H](C)[C@@H](CN(C)Cc2ccc(C(=O)O)cc2)Oc2ccc(NC(=O)Cn3cnnn3)cc2C1=O	0.7%	1.7	1.1%	-0.4%	-1.4%	11.5%	3.2%	3.3%	i
CCOCCCNC(=O)NC(C)c1c(-n2cccc2)sc2c1CCN(CC)C2 (configuration not stated)	·	·	?	5.7%	?	5.2%	·	·	·
CCOC(=O)N/N=C\c1ccc(-c2cccc(C(F)(F)F)c2)o1	4.2%	-5.3	2.9%	-0.1%	-10.4%	4.7%	-21.2%	3.9%	i
CC(C)CCNC(=O)CN(Cc1ccccc1)C(=O)CCC(=O)Nc1ccccn1	-1.5%	1.4	3.6%	0.0%	-3.1%	-7.3%	3.4%	4.7%	i
COc1ccc(C2CC(c3cccs3)=NN2c2nc(-c3ccccc3)cs2)cc1OC (configuration not stated)	-6.5%	0.6	0.5%	0.7%	0.2%	0.2%	12.0%	3.2%	i
Cc1ccsc1C(=O)c1sccc1C	-1.7%	0.1	-1.4%	0.1%	12.0%	5.9%	-19.2%	18.3%	i
O=C(NCc1ccncc1)c1ccc(N2CCCC2)c([N+](=O)[O-])c1	-0.4%	0.9	3.0%	2.8%	?	-6.4%	-12.5%	-5.5%	i
C=C(Br)Cn1cnc2ccccc21	0.5%	-1.1	?	-0.2%	2.6%	-0.2%	-6.8%	11.4%	i
Cc1ccc(S(=O)(=O)N(C)C)cc1NC(=O)CSc1nc2ccccc2c(=O)n1CC1CCCO1 (configuration not stated)	0.7%	1.4	-18.0%	0.4%	-19.0%	?	-4.1%	-1.9%	i
O=C(O)C1C2CCC(O2)C1C(=O)NCCC1=CCCCC1 (configuration not stated)	0.2%	0.0	5.4%	2.2%	11.6%	0.4%	-0.5%	0.8%	i
COC(=O)c1cc(-c2ccc(C)cc2)n[nH]1	-0.9%	-2.9	13.7%	3.5%	9.4%	-3.2%	-10.4%	28.2%	i
O=C(CSc1nnc(-c2ccco2)o1)c1ccc(F)c(F)c1	-6.2%	-1.9	10.9%	2.7%	0.7%	·	5.2%	8.4%	i
[O-]C1=N/[N+](=C/c2ccccc2Cl)CC1	1.2%	0.0	-0.2%	2.7%	10.3%	-0.3%	6.8%	4.5%	i
CCCCN1C(=O)c2ccc(C(=O)NCCN3C(=O)S/C(=C\c4cccnc4)C3=O)cc2C1=O	-0.8%	-0.3	1.9%	-0.3%[9.22 µM]	0.8%	5.6%	7.3%	-3.0%	i
COc1ccc([C@@H]2[C@@H]3C(=O)N(C(C)(C)C)C(=O)[C@@H]3[C@]3(Cc4ccccc4)C(=O)N(c4ccc(C(F)(F)F)cc4)C(=O)N23)cc1	-1.7%	-1.5	11.4%	0.4%	2.0%	-3.8%	-11.9%	-9.3%	i
O=C(CN1CCN(c2ccccc2F)CC1)c1c[nH]c2ccc(F)cc12	-3.9%	-3.1	15.6%	-0.2%	?	·	-0.2%	6.2%	i
Cc1cccc(OCCn2nnc3ccccc32)c1C	2.9%	-1.8	-16.9%	4.4%	1.4%	7.5%	-12.4%	13.6%	i
C=CCN1C(=O)C(Cc2ccccc2)S/C1=N/N=C/c1cccs1 (configuration not stated)	0.0%	2.3	4.4%	0.3%	-19.5%	14.3%	10.9%	7.7%	i
CC(C)=CCC(C)(C)C1OCCN1C(=O)c1ccccc1 (configuration not stated)	0.3%	-2.2	5.6%	-0.1%	13.0%	-7.9%	3.1%	8.8%	i
COc1ccc(NC(=O)c2oc3ccccc3c2NC(=O)c2ccc(OC)c(OC)c2)c(OC)c1	·	-1.6	8.6%	0.1%	2.3%	3.8%	1.3%	2.2%	i
COc1cccc(CN2CC(C(=O)NCc3cccc(N4CCCC4)c3)CCC2=O)c1 (configuration not stated)	-3.3%	-1.5	-15.2%	-1.0%	2.2%	2.1%	3.2%	1.3%	i
COc1ccc2cc(C)c3nnc(SCC(=O)Nc4cc(OC)c(OC)cc4C(=O)O)n3c2c1	0.1%	-0.9	-0.1%	0.5%	-1.2%	-2.3%	-1.9%	4.1%	i
O=C(Nc1ccc(F)cc1)[C@H](Cc1ccccc1)N1Cc2ccccc2C1=O	·	·	?	3.4%	-2.7%	1.2%	·	·	·
CCC(CC)NC(=O)CO/N=C/c1ccccc1OC(F)F	2.3%	-2.8	0.0%	0.2%	-14.5%	8.7%	-6.4%	11.0%	i
COC(=O)CCSc1cc(NCCOC(C)=O)c([N+](=O)[O-])c2nonc12	?	2.7	?	10.4%	-15.4%&25.3%	?	-1.9%	-3.9%	i
CC(=O)Nc1ccc(-c2nc(C)c(C(C)=O)n2O)cc1	-0.8%	-1.9	-1.2%	1.7%	?	5.4%	-8.5%	4.4%	i
COc1ccc(S(=O)(=O)N2CCCc3ccccc32)cc1[N+](=O)[O-]	0.5%	-1.6	-13.5%	0.3%	?	-19.5%	-24.3%	18.2%	i
COc1ccccc1NC(=O)COc1ccc(Br)cc1CNC1CCCC1	2.8%	-1.9	0.5%	2.0%	5.0%	-7.9%	-0.9%	-3.1%	i
Cc1ccc(NC(=O)c2ccn(C)n2)c(Br)c1	0.1%	1.7	6.7%	-0.5%	?	-2.9%	8.3%	6.3%	i

Compound activity from PubChem.
